Assay outcomes (PubChem)
N370S GC – N370S glucocerebrosidase modulation, Gaucher chaperone candidate; 0.092% of 330,000 active; AID 2101; N370S GC spleen homogenate, 4MU-glucoside fluorescence; Potency, µM (top dose mostly 59.4 µM), inactives show top-dose activity change, negative = inhibition, hits mostly inhibitors;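 further: 0% = full enzyme activity and -100% = no enzyme basal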
FEN1 inh – blocks human flap endonuclease 1. Recombinant FEN1 flap cleavage, fluorescence, 15 min. P39748. 0.35% of 390,000 active. Potency, µM (doses to about 114 µM), for inactives: top-dose activity change, negative = inhibition, hits mostly inhibitors. AID 588795; further: nearly all actives have a fitted effect of over 65% in size
Target sequence (P39748 whole entry, looked up): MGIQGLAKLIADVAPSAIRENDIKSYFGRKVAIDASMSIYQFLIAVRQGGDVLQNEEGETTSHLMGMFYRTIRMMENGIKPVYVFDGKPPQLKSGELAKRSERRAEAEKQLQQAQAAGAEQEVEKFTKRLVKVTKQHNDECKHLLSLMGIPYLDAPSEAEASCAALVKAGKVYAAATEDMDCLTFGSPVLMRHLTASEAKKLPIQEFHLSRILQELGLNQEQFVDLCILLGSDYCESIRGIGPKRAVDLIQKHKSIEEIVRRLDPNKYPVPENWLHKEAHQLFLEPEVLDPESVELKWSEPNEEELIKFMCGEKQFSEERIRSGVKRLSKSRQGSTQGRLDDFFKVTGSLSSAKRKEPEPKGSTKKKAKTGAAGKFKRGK
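Recombinant FEN1 (10 nM) was preincubated with pin-transferred compounds for 15 min at room temperature, then flap DNA substrate (50 nM final) was added. Plates were read at 0 and 15 min, and normalized concentration–response data were fitted to a four-parameter Hill equation.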
TDP1 inh – inhibitors of human tyrosyl-DNA phosphodiesterase TDP1. Q9NUW8. recombinant TDP1, AlphaScreen DNA substrate cleavage. Potency, µM (top dose mostly 130 µM), inactives show at the highest dose activity change, negative = inhibition, usual class: inhibitors. 0.28% of 350,000 active; further: nearly all actives have a fitted effect of over 40% in size
Target sequence (Q9NUW8 whole entry, looked up): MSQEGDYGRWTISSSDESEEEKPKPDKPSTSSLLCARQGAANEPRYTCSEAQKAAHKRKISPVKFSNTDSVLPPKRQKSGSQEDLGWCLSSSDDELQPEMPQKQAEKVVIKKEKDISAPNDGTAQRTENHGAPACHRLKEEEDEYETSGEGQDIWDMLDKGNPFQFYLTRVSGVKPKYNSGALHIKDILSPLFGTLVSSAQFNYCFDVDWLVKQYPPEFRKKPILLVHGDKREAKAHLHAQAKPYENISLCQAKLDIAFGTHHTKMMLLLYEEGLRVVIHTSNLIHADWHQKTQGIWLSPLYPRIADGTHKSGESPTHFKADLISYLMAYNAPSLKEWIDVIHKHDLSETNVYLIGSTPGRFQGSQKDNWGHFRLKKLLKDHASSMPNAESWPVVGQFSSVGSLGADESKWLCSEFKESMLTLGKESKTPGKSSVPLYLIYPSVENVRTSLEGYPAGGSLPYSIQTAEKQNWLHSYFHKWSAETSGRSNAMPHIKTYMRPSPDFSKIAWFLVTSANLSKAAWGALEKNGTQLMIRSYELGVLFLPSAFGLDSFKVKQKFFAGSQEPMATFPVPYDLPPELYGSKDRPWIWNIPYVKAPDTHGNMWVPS
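E. coli-derived human Tdp1, 1 nM final. Cpd preinc 15 min RT; substrate 15 nM final, 5 min RT; AS bead mix 10 ug/ml final, 10 min RT. Signal loss = tyrosine-FITC cleavage. No-enzyme wells = max signal.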
Starred values were filed as active, the others as inactive; ? = inconclusive; . = not tested or not shown; & = joins results of further samples; [ ] = dose if it differs, or a comment. The call rests on the fitted dose curve; in most records, active means well fitted curve in the direction sought with a large enough effect; inconclusive means small, poorly fitted or top-dose-only effect, or another doubt; inactive means no such curve, though single readings can be large; an effect the other way counts as inactive or inconclusive. Unless noted, on the % scale 0 is the no-effect control and ±100 the full control effect; potency means the concentration at half of the fitted maximal effect.

SMILES	N370S GC	FEN1 inh	TDP1 inh
Cc1cc(NC(=O)CSCC(=O)N(c2cccc(Cl)c2)C(C(=O)NC2CCCCC2)c2ccc(O)c(O)c2)no1 (stereo not given)	-3%	-8%	5%
Cc1c(-c2nc(-c3ccc(C(F)(F)F)cc3)no2)n(C)oc1=O	1%	-5%	.
CCOc1cc(/C=N/NC(=O)CNc2cccc(C)c2)ccc1OC(=O)c1ccccc1	0%	-15%	5%
O=C(NCc1ccccc1)C12CC3CC(CC(Cl)(C3)C1)C2	0%	-2%	2%
OCCN1CCN(C(=S)Nc2cccc(C(F)(F)F)c2)CC1	-8%	-16%&8%	.
CC[C@H](C)[C@H](NC(=O)[C@H](CC(C)C)NC(=O)[C@@H](N)CO)C(=O)NCC(=O)N[C@@H](CCCCN)C(=O)N[C@H](C(=O)O)C(C)C	-11%	.	11%
Cc1nc2ccc(C(=O)N3CCN(c4ccccc4)CC3)cc2s1	3%	1%	4%[56.1 µM]
CNS(=O)(=O)c1cccc(C(=O)OCC(=O)N2CCCC2)c1	-17%	-4%	.
O=C1c2ccccc2NC(c2ccc(-c3ccc(F)cc3)o2)N1O (stereo not given)	.	-6%	3%
Cc1cc(NC(=S)N(Cc2cccc(Br)c2)CC2CCC(C(=O)O)CC2)ccc1Cl (stereo not given)	-23%	14%	0%
CC(C)(C)n1nc2c(c1NC(=O)c1cc3ccccc3o1)CS(=O)(=O)C2	19%	1%	0%
Cc1cccc(C2C=C(c3ccc(C)c(C)c3)Nc3nnnn32)c1 (stereo not given)	.	-4%	3%
Nc1ccc(C(=O)Nc2ccc3nc(-c4cccnc4)[nH]c3c2)cc1	3%	-24%	-1%
O=C(COC(=O)c1nc(Cl)ccc1Cl)NCc1cccs1	-1%	0%	-3%
COc1cc(-c2[nH]ncc2CN2CCCC2c2nonc2C)cc(OC)c1OC (stereo not given)	-2%	-9%	7%
Cc1ccc(-c2c(C(=O)N3CCOCC3)oc(=O)c3ccccc23)cc1	1%	12%	-2%
Cc1cccc(N(CC(=O)N2CCCCCC2)S(C)(=O)=O)c1C	-3%	12%	.
N#Cc1ccccc1NC(=O)COc1ccc2c(c1)OCO2	-9%	5%	.
CC(=O)N1c2ccc(S(=O)(=O)NCCC(=O)Nc3ccc(C)c(Cl)c3)cc2CC1C (stereo not given)	-4%	-5%	2%
Cc1ccc(CNC(=O)C2CC3Cn4c(nc5ccccc54)C3N2C)o1 (stereo not given)	1%	-13%	.

Grouped by structure, those above with four or more nitrogen atoms.
SMILES	N370S GC	FEN1 inh	TDP1 inh
Cc1cc(NC(=O)CSCC(=O)N(c2cccc(Cl)c2)C(C(=O)NC2CCCCC2)c2ccc(O)c(O)c2)no1 (stereo not given)	-3%	-8%	5%
CC[C@H](C)[C@H](NC(=O)[C@H](CC(C)C)NC(=O)[C@@H](N)CO)C(=O)NCC(=O)N[C@@H](CCCCN)C(=O)N[C@H](C(=O)O)C(C)C	-11%	.	11%
Cc1cccc(C2C=C(c3ccc(C)c(C)c3)Nc3nnnn32)c1 (stereo not given)	.	-4%	3%
Nc1ccc(C(=O)Nc2ccc3nc(-c4cccnc4)[nH]c3c2)cc1	3%	-24%	-1%
COc1cc(-c2[nH]ncc2CN2CCCC2c2nonc2C)cc(OC)c1OC (stereo not given)	-2%	-9%	7%
Cc1ccc(CNC(=O)C2CC3Cn4c(nc5ccccc54)C3N2C)o1 (stereo not given)	1%	-13%	.

(further entries)
SMILES	N370S GC	FEN1 inh	TDP1 inh
Cc1ccccc1OCC(=O)Nc1ccc(S(=O)(=O)Nc2ccccn2)cc1	1%	-11%	3%
CCCC(C)C(=O)Nc1ccc(S(=O)(=O)N2CCCC2)cc1 (stereo not given)	0%	6%	.
CC(=O)c1ccc(NC(=O)c2cc(-c3ccc4c(c3)OCO4)on2)cc1	.	1%	1%
CN(C)CCNc1ncnc2sc(-c3ccccc3)cc12	-20%	?	.
Cc1ccccc1CSCc1nc(N)nc(Nc2ccccc2C)n1	2%	12%	5%
O=c1cc(COn2nnc3ccc(C(F)(F)F)cc32)nc2sccn12	3%	-16%	0%
COCCN(CCOC)S(=O)(=O)c1ccc(C(=O)Nc2c(C)n(C)n(-c3ccccc3)c2=O)cc1	-15%	1%	.
COc1ccccc1NC(=O)C1=C(C)Nc2ncnn2C1c1ccccc1C (stereo not given)	-16%	0%	6%
COc1ccc(NC(=O)c2ccccc2NC(=O)C2CCCO2)cc1 (stereo not given)	6%	-11%	7%
Cc1ccc(SC(=O)c2c([N+](=O)[O-])c(C)nn2C)cc1	-13%	-12%	6%
C=CCn1c(=O)c2ccccc2n2c(SCC(=O)NCC)nnc12	-10%	4%	.
COc1ccccc1CNC(=O)c1cc(C)nc2ccccc12	-5%	-1%	.
COCCn1c(-c2ccccc2)cnc1SCC(=O)Nc1cccc2ccccc12	6%	-8%	1%
Cc1ccc(C(=O)C(OC(=O)c2cnccn2)c2ccccc2)cc1 (stereo not given)	8%	-18%	1%
CC1Cc2nc(SCC(=O)N3CCCc4ccccc43)n(C)c(=O)c2S1 (stereo not given)	19%	10%	3%
CCOC(=O)c1c(N2C(=O)Nc3cc(Cl)c(Cl)cc3N2O)sc2c1CCCCC2	?	?	3%
CCCn1c(SCC(=O)N2CCCC(C)C2)nnc1-c1ccccn1 (stereo not given)	3%	17%	-7%
Cn1c(SCc2ccc(C#N)cc2)nnc1-c1ccncc1	-3%	2%	.
CCOc1ccccc1NC(=O)COC(=O)c1cc[n+]([O-])cc1	8%	2%	4%
COc1cc(NS(=O)(=O)c2ccc(NC(=O)/C(=C/c3ccccc3Cl)NC(=O)c3ccccc3)cc2)nc(OC)n1	5%	2%	6%
O=C(CNC(=O)c1ccc(Br)o1)Nc1ncccc1O	-3%	2%	.
CCn1nc(C)c(NC(=O)CCCSc2nc(-c3ccco3)cc(C(F)(F)F)n2)c1C	3%	-3%	3%
CC(C)(C)OC(=O)[C@H](Cc1ccccc1)NC(=O)c1nc[nH]c1C(=O)NCCCCCN	-12%	16%	-1%
O=C(/C=C/c1cccc(F)c1)OCC(=O)c1ccc[nH]1	.	16%	-19%
COc1ccc(NC(=S)Nc2ccc(F)cc2)cc1	-6%	4%	1%
CC1CCCCN1CC(=O)Nc1cc(S(=O)(=O)N2CCOCC2)ccc1N1CCCC1 (stereo not given)	-1%	0%	4%
COc1ccccc1C(=O)Nc1ccc(C(=O)N2CCCC2)cc1	-14%	2%	3%
COC(=O)[C@H](CC(C)C)NC(=O)Nc1ccc(S(N)(=O)=O)cc1	13%	1%	0%
CCCOc1ccc(NC(=O)CC2C(=O)N(c3ccc(OC)cc3)C(=O)N2CCc2ccncc2)cc1 (stereo not given)	.	-8%	8%
CCn1c(CN2CCN(C)CC2)nc2cc(NC(=O)c3ccc([N+](=O)[O-])cc3)ccc21	.	1%	5%
CCCCC(=O)Nc1cccc(-c2nnc(-c3ccccc3)o2)c1	17%	-10%	-2%
CCOc1ccc(CCNC(=O)CN2C(=O)CCSc3ccccc32)cc1OCC	-6%	8%	.
CCc1ccc(OCc2n[nH]c(=S)n2C(C)CCCC(C)C)cc1 (stereo not given)	1%	-13%	8%
Cc1cc(C)c(CSc2nnnn2-c2ccc(C(=O)O)cc2)c(C)c1	15%	0%	.
Cc1cccc(OCC(=O)Nc2nnc(S(=O)(=O)N3CCc4ccccc43)s2)c1	.	1%	-5%
Cc1cc(=O)n2c(c1C#N)SC1CCCCC12O (stereo not given)	0%	9%	1%
COc1ccc(-n2ccnc(NCCc3ccc(S(N)(=O)=O)cc3)c2=O)cc1	.	-1%	8%
O=c1cc(CN2CCN(Cc3ccccc3)CC2)c2ccc(O)cc2o1	?	-17%	.
Cc1ccsc1CCNC(=O)C1CCC(=O)N(CCc2cccc(F)c2)C1 (stereo not given)	-18%	0%	2%
COC(=O)[C@@]1(Cc2ccccc2)[C@H]2c3cc(C(=O)N(C)C)n(CCO)c3C[C@H]2CN1C(=O)c1ccccc1	-2%	.	9%
COCc1nnc(NC(=O)CSCc2ccccc2)s1	-1%	-2%	6%
Cc1nn(Cc2ccccc2)c(C)c1NC(=O)CSc1n[nH]c(C)c1[N+](=O)[O-]	-1%	-3%	1%
O=C(CSc1nnc(-c2ccco2)o1)c1ccc[nH]1	2%	-16%	0%
Cc1ccc(N(C(=O)C(F)(F)F)C(C(=O)NC2CCCCC2)c2cccs2)cc1 (stereo not given)	26%	-2%	4%
CC(=O)Nc1nc2ccccc2n1Cc1ccc(C)cc1	8%	17%	8%
CCCN(CCC)Cc1c(C(=O)N/N=C/C(C)=C\c2ccco2)nnn1-c1nonc1N	-4%	-7%	4%
CCOc1cc(N2CCOCC2)c(OCC)cc1NC(=O)COC(=O)[C@@H]1CCCN1S(=O)(=O)c1ccccc1F	?	7%	6%
Cc1cc(N2CCN(c3ccc(F)cc3)CC2)n2nc(-c3ccc(Cl)cc3)nc2n1	.	0%	-7%
c1cc(CNc2ccc3c(c2)OCO3)ccn1	1%	-11%	3%
CNc1ccccc1C(=O)OCC(=O)c1ccc(F)cc1	12%	3%	1%
C#CCOCCOCCOCCNc1nc(N2CCN(C(=O)CCCCCCCCCCNC(=O)[C@H](CO)n3cc(CCCSC)nn3)CC2)nc(N2CCN(C(=O)CCCCCCCCCCNC(=O)[C@@H]([C@H](C)O)n3cc(C)nn3)CC2)n1	-17%	.	0%
COc1cccc(C(=O)NNC(=O)CCC(=O)O)c1	-2%	-8%	-1%
Cn1cccc1C(=O)NC(=O)COC(=O)CC12CC3CC(CC(C3)C1)C2	13%	-1%	4%
Cn1c(Cc2ccccc2)nnc1SCC(=O)NC1CCCCC1	-12%	-1%	7%
Cc1ccc(S(=O)(=O)NC(=O)N2CCC(C)CC2)cc1	-14%[2.35 µM]	.	3%
CC(C)(C)NS(=O)(=O)c1ccc(OCC(=O)NCC2CCCO2)cc1 (stereo not given)	-15%	-2%	2%
CCC1CN(C(=O)C2CCN(S(=O)(=O)c3c(C)noc3/C=C/c3ccccc3F)CC2)c2cc(C)ccc2O1 (stereo not given)	.	-1%	1%
Cc1ccc(NS(=O)(=O)c2ccccc2F)cc1S(=O)(=O)N1CCCCCC1	-5%	-3%	0%
CN(C)c1ccc(Nc2ccc([N+](=O)[O-])cn2)cc1	-9%	11%	.
CCOCC(=O)Nc1ccc([N+](=O)[O-])cc1OC	15%	2%	1%

One compound at a time (already shown). Order of screens: N370S GC, FEN1 inh, TDP1 inh
CC1CCCCN1CC(=O)Nc1cc(S(=O)(=O)N2CCOCC2)ccc1N1CCCC1 (stereo not given) is listed with -1%, 0%, 4%
Cc1nn(Cc2ccccc2)c(C)c1NC(=O)CSc1n[nH]c(C)c1[N+](=O)[O-] is listed with -1%, -3%, 1%
COC(=O)[C@@]1(Cc2ccccc2)[C@H]2c3cc(C(=O)N(C)C)n(CCO)c3C[C@H]2CN1C(=O)c1ccccc1 is listed with -2%, ., 9%

3 entries from above, arranged by the value under TDP1 inh, high to low:
| Compound | TDP1 inh |
| --- | --- |
| Cc1ccccc1CSCc1nc(N)nc(Nc2ccccc2C)n1 | 5% |
| CCn1nc(C)c(NC(=O)CCCSc2nc(-c3ccco3)cc(C(F)(F)F)n2)c1C | 3% |
| Nc1ccc(C(=O)Nc2ccc3nc(-c4cccnc4)[nH]c3c2)cc1 | -1% |

(next part)
SMILES	N370S GC	FEN1 inh	TDP1 inh
O=C(NC12CC3CC(CC(C3)C1)C2)N1CCC(O)(c2ccc3c(c2)OCO3)CC1	25%	-7%	8%
Cc1csc(=O)n1CCC(=O)OCC(=O)Nc1ccc(C(N)=O)cc1	1%	3%	-13%
Cc1ccccc1NC(=O)c1sc2nc3n(c(=O)c2c1C)CCC3	.	-3%	3%
CCn1c(/N=C/c2c[nH]c3ccccc23)nc2ccccc21	2%	?	9%
Cc1cccc(N2CC(C(=O)Nc3ccc(S(=O)(=O)Nc4nccs4)cc3)CC2=O)c1C (stereo not given)	-5%	2%	.
COc1ccc(CC(=O)NCc2ccc(-n3cccc3)cc2)cc1OC	-1%	9%	.
O=C(CC1SC(N2CCOCC2)=NC1=O)Nc1ccccc1Cl (stereo not given)	.	-1%	1%[56.1 µM]
COc1ccc(-c2c(C#Cc3ccsc3)c3cc(-c4ccc5cc[nH]c5c4)ccc3n2C)cc1	.	-6%	0%
CCCCC1=CC2=C(OC(C)=O)C(=O)C(C)(OC(=O)c3ccc(Cl)nc3)C(=O)C2=CO1 (stereo not given)	-10%	.	4%
O=C(Oc1ccc(Cl)c2cccnc12)N1CCCCCC1	6%	8%	7%
CC(=NCCc1c(C)[nH]c2ccc(OC(F)(F)F)cc12)C1=C(O)CC(c2ccccc2)CC1=O (stereo not given)	28%	-13%	4%

An unsorted share of the library; 0.53% or so of the library scored in one or more.
